EPAC2 agonist = qHTS for Agonist of cAMP-regulated guanine nucleotide exchange factor 4 (EPAC2): primary screen | Rap guanine nucleotide exchange factor 4 (Homo sapiens), Q8WZA2 | EPAC2 activation, biochemical qHTS; response scale: 100% = 6.5 mM cAMP response | Potency, µM (highest dose often 154 µM), inactives show at the top dose activation, usual class: activators | 0.079% of 360,000 active | AID 720711, 2013; note: potency is the fitted concentration of half-maximal effect; nearly all actives have a fitted effect of over 50% in size
Target sequence (Q8WZA2 whole entry, looked up): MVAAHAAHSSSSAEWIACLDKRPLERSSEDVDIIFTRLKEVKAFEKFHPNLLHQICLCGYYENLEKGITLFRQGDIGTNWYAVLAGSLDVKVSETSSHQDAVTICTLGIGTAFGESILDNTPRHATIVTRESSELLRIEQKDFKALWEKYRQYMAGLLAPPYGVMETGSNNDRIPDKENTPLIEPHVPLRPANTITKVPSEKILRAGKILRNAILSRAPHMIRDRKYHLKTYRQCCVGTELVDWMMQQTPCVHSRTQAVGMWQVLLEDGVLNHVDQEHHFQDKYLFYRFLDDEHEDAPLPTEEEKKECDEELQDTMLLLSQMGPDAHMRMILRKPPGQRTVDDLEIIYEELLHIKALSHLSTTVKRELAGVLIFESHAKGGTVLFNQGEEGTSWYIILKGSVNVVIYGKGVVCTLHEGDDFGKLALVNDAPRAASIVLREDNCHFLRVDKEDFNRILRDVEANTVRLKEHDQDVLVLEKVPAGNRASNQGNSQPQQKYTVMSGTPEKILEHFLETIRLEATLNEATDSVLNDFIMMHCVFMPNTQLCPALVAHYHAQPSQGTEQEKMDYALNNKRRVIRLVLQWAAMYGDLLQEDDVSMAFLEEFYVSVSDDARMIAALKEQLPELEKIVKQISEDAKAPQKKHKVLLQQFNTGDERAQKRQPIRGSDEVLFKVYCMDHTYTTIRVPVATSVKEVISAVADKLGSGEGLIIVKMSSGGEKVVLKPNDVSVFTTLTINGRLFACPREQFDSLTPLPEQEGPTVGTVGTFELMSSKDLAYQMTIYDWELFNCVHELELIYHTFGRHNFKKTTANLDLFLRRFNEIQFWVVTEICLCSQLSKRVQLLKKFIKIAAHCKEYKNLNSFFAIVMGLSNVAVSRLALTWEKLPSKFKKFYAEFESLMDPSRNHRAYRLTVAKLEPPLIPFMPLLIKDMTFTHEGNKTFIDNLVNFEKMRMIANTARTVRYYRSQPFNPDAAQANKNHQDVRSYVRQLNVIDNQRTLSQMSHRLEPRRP
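qHTS, titration series. 100 nM EPAC2 / 250 nM Rap1B-BODIPY-GDP / 50 uM GDP; RT; ex 480/em 540 nm, 5-min reads to 30 min. Norm. to 6.5 mM cAMP = activation.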
IL2 activator = qHTS of IL-2 Activators; IL-2 activation reporter assay, cell-based qHTS; stimulated with anti-CD3/CD4/CD28 beads; in transgenic mouse T cells; activation, % (series mostly up to about 46 µM); 0.065% of 360,000 active; in the data active = activation above about 50%; inconclusive = mostly about 30% to 49%; note: 0% is about no effect
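Readout is EGFP and DsRed signal by fluorescent plate cytometry after 18 h at 37 degrees C. Transgenic mouse T cells (750/well) received compound for 60 min before bead stimulation (anti-CD3, anti-CD4, anti-CD28); memory T cells served as non-tolerant control.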
TGFb SMAD3 inh = qHTS for Inhibitors of TGF-b. HepG2 CAGA-GFP TGF-b/SMAD3 reporter, GFP fluorescence, 18 h; TGF-beta stimulated, 500 pg/mL final. Potency, µM (doses to about 46.1 µM), without a hit: at the highest dose activity, negative = inhibition, most hits filed as inhibitors. 1.2% of 410,000 active; note: potency is the fitted concentration of half-maximal effect; % is set by controls: 0 for no effect and ±100 for the full control effect; nearly all actives have a fitted effect of over 65% in size
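HEPG2 CAGA-GFP, 1000 cells/well; 2 h settle, 37 C; cpd via pin tool; TGF-b 500 pg/mL final; 18 h, 37 C; GFP imaging ex488/em500-530; %Activity normalised to -TGF-b and +DMSO controls; CRC fit, curve class.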
Nrf2 activator = qHTS of Nrf2 Activators. AREc32 ARE-luciferase reporter (MCF7-derived line), luminescence, 24 h. 0.31% of 410,000 active. Potency, µM (highest dose often 46.1 µM), without a hit: at the top dose activation, actives largely listed as activators; note: potency is the fitted concentration of half-maximal effect; % of control where 0% means no effect; nearly all actives have a fitted effect of over 65% in size
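Quantitative high-throughput format: AREc32 reporter cells, 1000 per well, received compound by pin transfer and were incubated 24 hr at 37 deg C, 5% CO2, before Steady-Glo luminescence detection.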
HepG2 tox = qHTS for Inhibitors of TGF-b: Cytotox Counterscreen. HepG2 CAGA-GFP viability, ATP luminescence, 18 h. Potency, µM (series often up to 46.1 µM), for the others: at the top dose activity change, negative = cytotoxicity, usual class: cytotoxic. 0.76% of 410,000 active; note: potency is the fitted concentration of half-maximal effect; some results filed as inactive show a strong effect at the top dose
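CellTiter-Glo luminescence gave cytotoxicity after 18 hours at 37 degrees C. The cells were HepG2 CAGA-GFP in 1% FBS DMEM, stimulated with 500 pg/mL TGF-beta after compound addition. %Activity was normalised to no-cell wells (complete cell-killing) and DMSO (no toxicity), and curves were fitted and classified.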
ATXN2 expr inh = Primary qHTS for Inhibitors of ATXN expression; Potency, µM (doses to about 57 µM), for inactives: at the highest dose activity change, negative = inhibition, actives largely listed as inhibitors; AID 1745845, 2022; 0.72% of 360,000 active; HEK-293 ATXN2-luciferase reporter, luminescence, 24 h; note: potency is the fitted concentration of half-maximal effect; % is set by controls: 0 for no effect and ±100 for the full control effect; nearly all actives have a fitted effect of over 55% in size
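ATXN2-luciferase reporter cells (luciferase flanked by upstream and downstream ATXN2 gene portions) were treated 24 h at 37 °C with compounds at up to 57 uM. SteadyGlo luminescence gave expression; GF-AFC fluorescence gave viability.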
ATXN viability = Viability Counterscreen for Primary qHTS for Inhibitors of ATXN expression; S2 cells (HEK-293 line with an ATXN2-luciferase reporter) viability, CellTiter-Fluor protease fluorescence, 24 h; 0.49% of 400,000 active; AID 651635, 2014; Potency, µM (highest dose often 56.7 µM), hits mostly cytotoxic; note: potency is the fitted concentration of half-maximal effect; nearly all actives have a fitted effect of over 40% in size
Nrf2 block = Nrf2 qHTS screen for inhibitors; A549 ARE-Fluc reporter, luciferase luminescence, 18-24 h; Potency, µM (highest dose often 46 µM), inactives show top-dose activity change, negative = inhibition, usual class: inhibitors; 2.1% of 360,000 active; AID 504444, 2011; note: potency is the fitted concentration of half-maximal effect; % is set by controls: 0 for no effect and ±100 for the full control effect; nearly all actives have a fitted effect of over 60% in size
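Cells were seeded and rested 2 h, then exposed to compounds for 18-24 h. CellTiter-Fluor was read first as a viability measure. BugLite was added 15 min before the final luminescent read of ARE-luciferase activity in A549 cells.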
A549 tox = Nrf2 qHTS screen for inhibitors: counterscreen for cytotoxicity; A549 ARE-Fluc cells, CellTiter-Fluor viability, 18-24 h; Potency, µM (series often up to 46 µM), without a hit: top-dose activity change, negative = cytotoxicity, most hits filed as inhibitors; 0.16% of 390,000 active; AID 504648, 2011; note: potency is the fitted concentration of half-maximal effect; % is set by controls: 0 for no effect and ±100 for the full control effect
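Cytotoxicity counterscreen: CellTiter-Fluor fluorescence was measured in A549 ARE_Fluc cells after 18-24 h of compound exposure in a concentration series. The subsequent BugLite luminescent read reports ARE-luciferase activity.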
* marks the source's active call; other numbers are inactive results; i = inactive; ? = inconclusive; / = no result given; [ ] = remark or other dose. Unless noted, calls come from the whole dose curve; as a rule, active = well fitted curve in the direction sought with a large enough effect; inconclusive = small, poorly fitted or top-dose-only effect, or another doubt; inactive = no such curve, though single readings can be large; an effect the other way counts as inactive or inconclusive.

SMILES	EPAC2 agonist	IL2 activator	TGFb SMAD3 inh	Nrf2 activator	HepG2 tox	ATXN2 expr inh	ATXN viability	Nrf2 block	A549 tox
COc1cccc(-c2nc(-c3ccccc3)c3ccc(Cl)cc3n2)c1	10.7%	-0.3	/	18.5%	/	0.0%	i	/	/
CS(=O)(=O)c1ncc(Cl)c(C(=O)Nc2ccc3ccccc3c2)n1	0.5%	-0.2	5.01µM*	-2.9%	5.62µM*	?	20µM*	-11.5%	?
CC(C)OCCCNC(=O)CCCn1c(SCC(N)=O)nc2c(sc3ccccc32)c1=O	/	/	-10.3%	-0.7%	-16.0%	/	/	-12.0%	-12.3%
O=C(Cc1ccccc1)NCC(=O)OCC(=O)c1ccc(Cl)cc1	9.8%	-0.1	0.7%	-0.7%	3.3%	-10.0%	i	5.5%	-0.8%
COc1cc(C(=O)NC2CCCCCCC2)cc(OC)c1OC	5.7%	1.3	-1.5%	-0.2%	-35.2%	-11.6%	i	0.1%	-1.6%
CCOC(=O)c1sc(NC(=O)CSc2nnc(-c3ccco3)n2CC)c(C(=O)OCC)c1C	5.0%	-2.9	0.4%	0.4%	-11.9%	-15.5%	i	2.1%	-3.3%
CCOc1cc(C)nc(Oc2ccc(=O)[nH]n2)n1	-3.9%	-0.3	7.2%	0.0%	-0.6%	4.3%	i	1.9%	-2.9%[1.84 µM]
O=C(c1ccc2c(c1)OCCO2)N(c1ccccn1)C1CCCCC1	11.4%	0.7	-1.3%	-0.3%	-0.8%	-2.9%	i	-17.2%	-1.4%
CCn1c(Cc2ccccc2)nnc1SCC(=O)Nc1nc(C)cs1	5.3%	1.8	?	0.1%	19.3%	-9.3%	i	5.0%	-1.2%
CCOc1ncccc1C(=O)OCC(=O)Nc1ccc2c(c1)OCO2	10.7%	-0.4	-12.6%	-0.9%	-16.6%	4.3%	i	0.6%	0.4%
CC(C)C[C@@H](CN1CCC[C@@H]1CN1C(=S)NC[C@@H]1Cc1ccccc1)N1C[C@H](Cc2ccc(O)cc2)N(CC2CCCCC2)C1=S	2.4%	1.5	?	-0.2%	-17.4%	-7.0%	?	/	/
COc1ccc(C2=NN(S(C)(=O)=O)C(c3cn(-c4ccccc4)nc3-c3cccs3)C2)cc1 (stereo not drawn)	/	/	-6.1%	4.0%	-0.9%	/	/	-6.3%	-10.7%
OC[C@@H]1CN(Cc2ccc3c(c2)OCO3)C[C@H](n2cnc3c(N4CCN(c5ccccc5)CC4)ncnc32)O1	11.9%	1.1	-6.9%	-0.8%	-10.8%	?	i	/	/
Cc1cc(C)nc(SCc2nnc(SCC(=O)Nc3nc(-c4ccccc4)cs3)n2C)n1	1.6%	-0.4	-14.8%	-0.1%	3.6%	6.3%	i	-7.4%	-5.5%
O=C(CN1N=C(c2ccccc2)CCC1=O)NCc1cccs1	17.5%	0.2	-7.2%	-0.5%	-22.6%	3.9%	i	-8.7%	2.3%
CCCCC(=O)NC(=S)Nc1cc(C(=O)O)ccc1Cl	6.4%	-2.6	-9.8%	-0.6%	-1.7%	-20.4%	i	4.1%	0.1%
CCOC(=O)c1ccc(NC(=O)c2cc3ccccc3o2)cc1	-38.0%[inhibitor][15.6 µM]	-0.7	?	0.3%	0.9%	11.6%	?	-3.0%	-1.6%
CCN1CCN(CCCNC(=O)c2ccc(/C=C3/Sc4ccccc4N(Cc4ccccc4F)C3=O)cc2)CC1	8.7%	-4.6	?	6.0%	11.2µM*	?	i	18.0%	4.3%
Cc1ccc2c(c1)c(=O)c1c3n2CCN(C(=O)CCl)C3CC1 (stereo not drawn)	-10.6%	-1.0	-0.6%	0.2%	-4.3%	-7.8%	i	8.2%	1.6%
Cc1ccc(CC(=O)N(Cc2ccccc2)c2ccccn2)cc1	7.1%	-0.3	7.5%	0.3%	-5.7%	/	i	-6.4%	-3.8%
CCOC(=O)C1=C(C)N(CCCC(=O)O)C(=O)NC1C(CC)CC (stereo not drawn)	5.2%	3.2	10.6%	-0.7%	-12.5%	2.7%	i	9.2%	0.2%
COc1ccc(-c2noc(C3CCCN(S(=O)(=O)c4cccc(Cl)c4C)C3)n2)cc1OC (stereo not drawn)	11.2%	5.2	-14.2%	0.0%	-35.1%	-3.1%	i	?	-3.5%
Cc1cc(=O)[nH]c(SCC(=O)Nc2ccc(N3CCCCC3)cc2)n1	-3.0%	0.4	-11.7%	0.4%	-13.2%	/	i	-18.5%	-1.9%
Cc1ccc(-c2nnc(CN3CCN(C)CC3)o2)cc1	5.9%	-0.2	38.0%[activator]	-0.9%	9.5%	5.6%	i	4.1%	-17.9%
CC(=O)NC1CCCN(O)C(=O)/C=C(\C)CCOC(=O)C(NC(C)=O)CCCN(O)C(=O)/C=C(\C)CCOC(=O)C(NC(C)=O)CCCN(O)C(=O)/C=C(\C)CCOC1=O (stereo not drawn)	1.6%	-0.3	4.3%	3.5%	3.0%	-4.7%	i	0.6%	0.7%
CCC[C@H]1CN(c2ccc(Br)cc2)C(=O)[C@@H]1CC(=O)NC	-5.3%	-1.4	2.4%	-0.1%	7.6%	-0.2%	i	/	/
CCN(C(=O)Cn1c(=O)n(Cc2ccccc2)c(=O)c2ccccc21)c1cccc(C)c1	14.5%	0.4	25.4%	0.0%	-7.0%	2.5%	i	-14.2%	-7.8%
N#C/C(=N\Nc1ccccc1)C(=N)N1CCCCC1	14.1%	-0.2	?	-0.2%	-11.5%	23.5%	i	?	?
O=C(NC1CCCCC1)C(c1ccc(F)cc1)N(CCN1CCOCC1)C(=O)c1ccc(-c2ccccc2)[nH]1 (stereo not drawn)	10.6%	-2.7	-4.4%	-0.2%	-27.4%	4.2%	i	3.6%	0.7%
CC(C)CNC(=O)C1CCN(c2ccc(S(=O)(=O)N3CCOCC3)cc2)CC1	-3.0%	-0.6	-17.8%	-0.6%	-13.0%	1.5%	i	-19.2%	-2.2%
COc1cc2c(cc1OC)C(COc1ccccc1OC)N(C(=O)C(C)C)CC2 (stereo not drawn)	7.2%	-2.8	2.7%	0.3%	7.6%	0.7%	i	-16.9%	-3.2%
CN1CCN(C(=O)c2ccccc2NS(=O)(=O)c2ccc(F)cc2)CC1	7.2%	1.1	0.0%	-0.4%	-1.5%	-6.4%	i	5.5%	-7.7%
Cn1cc(S(=O)(=O)c2ccccc2)n(C)c1=O	-0.5%	1.5	3.5%	-0.4%	-2.7%	-16.9%	i	-0.3%	-3.5%
COc1ccc(-c2nnc(SCC(=O)Nc3ccccc3OC)o2)cc1	19.0%	3.6	-10.0%	1.3%	-43.7%	35.2%[activator]	i	?	1.8%[1.84 µM]
CC1(C)CCCN(C(=O)N2c3ccccc3Sc3ccccc32)C1	-1.7%	0.9	-8.5%	-1.2%	-23.8%	-8.5%	i	0.1%	4.3%
CCN(CC)c1ccc(/C=N\N2CCN(Cc3ccc(C)cc3)CC2)cc1	2.2%	-1.1	?	0.5%	-18.9%	-37.4%	?	-10.5%	-2.0%

Part of the list above with just EPAC2 agonist and HepG2 tox.
structure | EPAC2 agonist | HepG2 tox
COc1cccc(-c2nc(-c3ccccc3)c3ccc(Cl)cc3n2)c1 | 10.7% | /
CS(=O)(=O)c1ncc(Cl)c(C(=O)Nc2ccc3ccccc3c2)n1 | 0.5% | 5.62µM*

(continued)
SMILES	EPAC2 agonist	IL2 activator	TGFb SMAD3 inh	Nrf2 activator	HepG2 tox	ATXN2 expr inh	ATXN viability	Nrf2 block	A549 tox
CC1=C(C(N)=O)C(c2sccc2C)n2nnnc2N1 (stereo not drawn)	7.3%	-1.3	-1.7%	0.2%	1.2%	2.7%	i	3.2%	-4.1%
CC12CCC(C(=O)NCc3ccc(F)cc3)(OC1=O)C2(C)C (stereo not drawn)	-5.1%	-1.2	-2.9%	-0.3%	2.5%	-20.4%	i	-21.8%	-3.1%
COc1ccc(CN2C(=O)C(C)Nc3ncnc(N4CCN(c5ccccn5)CC4)c32)cc1 (stereo not drawn)	4.3%	0.5	3.8%	1.2%	8.2%	-11.6%	?	-6.4%	-3.7%
N#CCc1ccccc1C(=O)OCC(=O)N(Cc1ccccc1)Cc1ccccc1	-5.6%	3.5	11.3%	-0.9%	2.5%	/	i	2.2%	3.6%
CCCCCCCC(=O)NNC(=O)c1ccc(F)cc1	3.2%	-0.7	11.5%	-0.8%	-4.9%	-3.2%	i	-23.0%	1.1%
CC(C)(C)OC(=O)C[C@@H]1C/C=C\C[C@@H](CC(=O)N(CCO)Cc2ccccc2)C(=O)N[C@H](C(C)(C)C)COC1=O	-8.6%	1.4	-16.3%	-1.0%	-15.4%	3.1%	?	6.3%	-4.3%
Cc1cc(NC(=O)CSc2nnnn2C)n(-c2ccccc2)n1	-6.8%	-1.5	17.1%	-0.6%	-0.4%	-0.1%	i	/	-18.1%
O=C(OCC(=O)N1CCOCC1)c1ccc(Cl)nc1	1.5%	-2.1	-4.1%	0.2%	0.0%	5.4%	i	0.4%	2.0%
Cc1ccccc1CC1(CO)CCCN(Cc2ccn[nH]2)C1 (stereo not drawn)	-2.2%	0.6	4.9%	-0.4%	-5.0%	14.1%	i	-6.8%	-10.8%
